Screening data: PubChem BioAssay, National Center for Advancing Translational Sciences (NCATS)
aSyn yeast inh = rescues yeast growth from alpha-synuclein toxicity. Yeast expressing alpha-synuclein, growth rescue, BacTiter-Glo, 24 h. Potency, µM (highest dose often 46.1 µM), without a hit: top-dose growth rescue (activation), usual class: activators. 370,000 tested, 0.14% active. AID 652106; note: potency is the fitted concentration of half-maximal effect; % of control where 0% means no effect; nearly all actives have a fitted effect of over 65% in size
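Screening used galactose-induced yeast with toxic alpha-synuclein levels, exposed to compound for 24 hr at 30 deg C. Cell growth, read with BacTiter-Glo luminescence, gave the measured signal.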
D3 antag = D3 dopamine receptor (human) antagonism. D3R cells, DiscoveRx beta-arrestin luminescence, antagonist mode; hits give low values. P35462. max response, negative = inhibition, %. 360,000 tested, 2.5% active; in the data active = max response below about -50%; inconclusive = no clear call, values can overlap the other calls; note: % is set by controls: 0 for no effect and ±100 for the full control effect; mostly tested at two doses, the higher about 12 µM
Target sequence (P35462 whole entry, looked up): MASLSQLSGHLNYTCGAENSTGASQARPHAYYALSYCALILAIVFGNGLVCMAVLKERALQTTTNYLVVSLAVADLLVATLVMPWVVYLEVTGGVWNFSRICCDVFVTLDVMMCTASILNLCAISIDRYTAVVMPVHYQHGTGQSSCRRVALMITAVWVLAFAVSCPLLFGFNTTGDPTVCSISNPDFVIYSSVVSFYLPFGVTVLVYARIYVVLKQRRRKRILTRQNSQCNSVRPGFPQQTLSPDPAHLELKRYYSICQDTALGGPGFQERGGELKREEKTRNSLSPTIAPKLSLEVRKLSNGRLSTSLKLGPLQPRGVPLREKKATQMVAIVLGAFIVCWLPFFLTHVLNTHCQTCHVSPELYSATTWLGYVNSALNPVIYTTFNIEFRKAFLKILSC
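Cells plated overnight at 1500 cells/well, then exposed to library compounds with dopamine controls for 90 minutes at 37 degrees C. DiscoveRx reagent added for 30–60 minutes at room temperature; luminescence read, quantitative HTS format.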
GLP1R ag = agonists of human GLP-1 receptor; Potency, µM (series often up to 45.6 µM), for inactives: at the top dose activation, usual class: activators; HEK293 GLP-1R CRE-luciferase, luminescence, 4-6 h; cells express a hypersensitive GLP-1R form; 380,000 tested, 0.007% active; AID 624172; note: potency is the fitted concentration of half-maximal effect; % of control where 0% means no effect
PTHR1 ag = agonists of human PTHR1 parathyroid hormone receptor. 410,000 tested, 0.075% active. Potency, µM (top dose mostly 115 µM), without a hit: top-dose activation, most hits filed as activators. HEK293 GP2 PTHR1 cells, GloSensor cAMP luminescence, 1 h. AID 743266; note: potency is the fitted concentration of half-maximal effect; nearly all actives have a fitted effect of over 55% in size; some results filed as inactive show a strong effect at the top dose; inactives centre near -15; many of its hits are not listed in these tables
Target sequence (Q03431 whole entry, looked up): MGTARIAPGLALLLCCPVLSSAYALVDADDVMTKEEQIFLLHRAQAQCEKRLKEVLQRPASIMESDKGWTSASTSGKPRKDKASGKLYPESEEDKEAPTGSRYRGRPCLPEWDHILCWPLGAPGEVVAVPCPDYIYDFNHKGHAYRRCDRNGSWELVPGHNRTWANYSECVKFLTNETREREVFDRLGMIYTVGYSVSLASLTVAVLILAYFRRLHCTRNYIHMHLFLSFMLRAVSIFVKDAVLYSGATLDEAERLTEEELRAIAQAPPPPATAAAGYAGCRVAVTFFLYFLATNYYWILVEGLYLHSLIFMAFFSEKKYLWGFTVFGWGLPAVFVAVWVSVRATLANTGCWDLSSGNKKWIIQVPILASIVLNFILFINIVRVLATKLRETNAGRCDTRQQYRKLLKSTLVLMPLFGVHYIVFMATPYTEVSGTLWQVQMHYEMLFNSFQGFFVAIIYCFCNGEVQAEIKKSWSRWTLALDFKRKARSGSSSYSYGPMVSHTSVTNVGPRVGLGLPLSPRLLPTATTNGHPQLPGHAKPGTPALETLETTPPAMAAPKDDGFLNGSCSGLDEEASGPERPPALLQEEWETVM
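HEK-293-derived GP2 cells expressing PTHR1 and a GloSensor cAMP reporter, 3,000/well, plated overnight, given luciferin plus IBMX (each 0.5 mM as added) for 1 h at 37 °C, then compound for 1 h at 37 °C. Luminescence was read after 15 min at room temperature.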
DRD3 agonist = D3 dopamine receptor (human) agonism; D3R DiscoveRx beta-arrestin cells, luminescence, 90 min; max activation, %; 410,000 tested, 0.58% active; AID 652048; in the data active = max activation above about 30%; note: 0% is about no effect; mostly tested at two doses, the higher about 12 µM
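Agonist mode: compounds and dopamine controls were applied to plated cells for 90 min at 37 degrees C after an overnight attachment at 1500 cells/well. Luminescent read-out followed 30 - 60 minutes at room temperature with DiscoveRx detection reagent.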
KB-V1 MDR tox = KB-V1 MDR subline cytotoxicity; KB-V1 MDR cells viability, CellTiter-Glo, 72 h; Potency, µM (highest dose often 46.1 µM), without a hit: at the highest dose activity change, negative = cytotoxicity, hits mostly cytotoxic; 400,000 tested, 3.4% active; AID 1347076; note: potency is the fitted concentration of half-maximal effect; % is set by controls: 0 for no effect and ±100 for the full control effect; nearly all actives have a fitted effect of over 60% in size
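In this primary screen, KB-V1 cells overexpressing P-gp are incubated with library compounds (lowest to highest concentration) for 72 h at 37 degrees C before a luminescent ATP viability read.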
HEK293 tox = cytotoxic in the GLP-1 receptor inverse agonist counter-screen. HEK293 cAMP-luciferase reporter cells, luminescence, 24 h. Potency, µM (series often up to 38.3 µM), for the others: at the top dose activity change, negative = inhibition, actives largely listed as inhibitors. 410,000 tested, 0.13% active;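 note: loss of luciferase light is scored as toxicity; potency is the fitted concentration of half-maximal effect; % is set by controls: 0 for no effect and ±100 for the full control effect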
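1536-well qHTS counterscreen of the MLSMR; 200 cells/uL, 12 h pre-incubation, 23 nL cpd, 24 h at 37 deg C 5% CO2, luciferase detection reagent, 12 min RT, luminescence. Inhibition = undesired.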
TDP43 rescue = inhibitors of TDP-43 toxicity in yeast | TDP-43 expressing yeast growth rescue, BacTiter-Glo, 24 h | 410,000 tested, 1.8% active | Potency, µM (top dose mostly 46.1 µM), inactives show at the top dose growth rescue (activation), most hits filed as activators | AID 652104; note: potency is the fitted concentration of half-maximal effect; % of control where 0% means no effect; nearly all actives have a fitted effect of over 50% in size
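Growth rescue of TDP-43-toxic yeast measured as ATP luminescence (BacTiter-Glo). Cells grown to mid-log in raffinose, induced in galactose at OD600=0.02, exposed to compound 24 hr at 30 deg C.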
GLP1R inv ag = acts as inverse agonist at human GLP-1 receptor. HEK293 GLP-1R CRE-luciferase, luminescence, 24 h; GLP-1R form is constitutively active. Potency, µM (series often up to 38.3 µM), inactives show top-dose activity change, negative = inhibition, hits mostly inhibitors. 410,000 tested, 1.6% active. AID 624417; note: potency is the fitted concentration of half-maximal effect; % is set by controls: 0 for no effect and ±100 for the full control effect; nearly all actives have a fitted effect of over 55% in size
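Stable HEK293 clone (constitutively active GLP-1R + cAMP-response luciferase); 200 cells/uL plated, 12 h pre-culture, compound 24 hr, 37 deg C/5% CO2; detection reagent 12 min RT; luminescence.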
An asterisk follows results filed as active; i = inactive; ? = inconclusive; . = no result given; [ ] = dose if it differs, or a comment. Unless noted, calls come from the whole dose curve; as a rule, active = well fitted curve in the direction sought with a large enough effect; inconclusive = small, poorly fitted or top-dose-only effect, or another doubt; inactive = no such curve, though single readings can be large; an effect the other way counts as inactive or inconclusive. Not all compounds are listed (hit frequency here may not be typical).

SMILES	aSyn yeast inh	D3 antag	GLP1R ag	PTHR1 ag	DRD3 agonist	KB-V1 MDR tox	HEK293 tox	TDP43 rescue	GLP1R inv ag
O=C(Cn1cc([N+](=O)[O-])cn1)NCc1ccccc1Cl	7.2%	0.1	2.5%	-7.9%	8.9	4.8%	-3.4%	6.8%	10.6%
CCOC(=O)N1CCN(C(=O)C2CCN(S(=O)(=O)c3cc(OC)ccc3OC)CC2)CC1	6.6%	0.2	9.6%	i	7.0	-5.8%	3.3%	-11.2%	0.9%
Cn1/c(=N\NC(=O)c2ccccc2Cl)sc2ccccc21	2.7%	2.1	-0.9%	i	3.1	-6.6%	-5.9%	?	6.7%
CCCn1c(CNc2ccccc2O)nc2ccccc21	-0.5%	-9.4	-1.0%	-9.2%	4.6	?	100.6%[activator]	6.9%	-19.3%
C=CCOC(=O)/C(=C/c1cccc2ccccc12)NC(=O)c1ccccc1	5.1%	0.0	0.7%	-3.0%	1.0	8.2µM*	10.4%	-12.3%	0.0%
CCOc1ccccc1NC(=O)Nc1cc(C(=O)O)ccc1C	-1.5%	-5.7	-2.3%	-2.8%	-4.3	0.0%	-7.0%	-18.8%	7.2%
O=S(=O)(c1ccc(Cl)cc1)N1CCCc2ccccc21	11.8%	-12.8	6.6%	-23.9%	-2.5	1.8%	21.4%	?	?
O=C(c1cc(COc2ccc(F)cc2Cl)on1)N1CC2C[C@@H]3CC1C[C@H](C2)C3	-10.2%	-24.5	-5.0%	-17.4%	-3.8	-16.5%	1.6%	-1.3%	11.9%
COc1ccc(C(=O)C2CCCN(Cc3cccc4c3OCO4)C2)cc1OC (stereo not drawn)	-5.7%	-26.5	14.5%	i	-6.6	10.7%	22.0%	4.7%	?
CCN1CCN(c2ncnc3c2cnn3-c2cc(Cl)ccc2C)CC1	.	.	.	4.4%	-23.5	-14.3%	-16.7%	-14.4%	5.0%
Cc1ccccc1OCC(=O)NCc1ccccc1	3.2%	0.6	8.0%	-4.2%	0.6	-3.7%	4.1%	21.6%	-7.0%
CC(=C/C(=O)O)/C=C/c1ccc(Cl)o1	10.5%	14.4	-12.8%	-7.5%	2.1	0.3%	0.6%	-7.6%	23.9%
CN1C(=O)NC(c2ccc(Cl)cc2)C2=C1CC(C)(C)CC2=O (stereo not drawn)	3.6%	5.1	-3.3%	-4.7%	2.1	-6.0%	-6.3%	7.8%	1.2%
Cc1ccc(C(O)c2ncc(-c3ccc4ccccc4c3)[nH]2)cc1 (stereo not drawn)	4.1%	0.0	10.4%	-31.1%[inhibitor]	-15.1	3.4%	1.4%	18.5%	?
N/C(=N\N=C\c1cccs1)SC1CC(=O)N(c2ccc(Br)cc2)C1=O (stereo not drawn)	1.3%	-5.6	6.2%	-26.8%	-2.1	-9.6%	3.1%[7.66 µM]	2.7%[9.22 µM]	-16.6%[7.66 µM]
Cc1sc2ncnc(NCC(O)c3ccccc3)c2c1C (stereo not drawn)	10.1%	15.0	18.0%	-26.4%	25.9	?	-11.4%	11.6%	-28.7%
CCOc1ccc(N2C=Nc3ccc(OCC)cc3C2)cc1	3.5%	-12.2	13.5%	-37.2%[inhibitor]	-4.5	-16.5%	-2.9%	5.6%	?
CC(Oc1ccccc1)C(=O)Nc1ccccc1O (stereo not drawn)	-9.0%	-11.0	16.3%	-71.1%[inhibitor][57.5 µM]	-3.7	-2.7%	19.9%	17.1%	-1.5%
COc1ccccc1N1CCN(C(=O)C(=O)c2c[nH]c3ccccc23)CC1	-1.0%	-19.3	-0.9%	i	-2.9	2.9%	5.9%	6.3%	?
CCCN(CCC)S(=O)(=O)c1ccc(C(=O)N2CCCc3ccccc32)cc1	6.1%	-9.4	6.0%	i	-2.6	?	5.2%	0.0%	0.0%
Cc1ccc(S(=O)(=O)N/N=C/c2cccc([N+](=O)[O-])c2)cc1	14.6%	-0.1	-17.7%	i	4.3	?	5.6%	29.8%	24.6%
COc1ccc(C(C)N2CC34C=CC(O3)C(C(=O)O)C4C2=O)cc1 (stereo not drawn)	5.2%	15.7	-12.4%	i	-2.7	16.2%	-12.6%	7.9%	-1.7%
O=C(CNC(=O)c1ccccc1C(=O)O)c1ccccc1	-2.6%	-25.8	-5.5%	-6.1%	-3.0	?	3.1%	17.1%	44.8%[activator]
COc1ccc(C)cc1Nc1nc2ccccc2c2nnc(C)n12	.	.	.	?	8.2	-22.6%	5.6%	14.7%	15.9%
CCOC(=O)CCCCNCc1ccccc1	-5.6%	-69.9*	4.6%	i	-17.4	15.2%	4.5%	1.0%	2.0%
CCc1nc2ccccc2c(C(=O)NCc2ccccc2)c1C	-5.0%	-2.9	-0.2%	i	-3.7	-16.5%	6.1%	1.4%	-19.5%
O=C1CN(S(=O)(=O)c2ccc(Br)cc2)c2ccccc2N1	6.4%	?	0.5%	-9.7%	-6.7	-9.2%	-16.7%	12.7%	6.7%
NC(=S)NN=C(c1ccc(F)cc1)C1CC1	0.4%	-29.0	-5.5%	-19.6%	-9.9	3.1%	10µM*	14.4%	?
O=C(COC(=O)/C=C/c1ccc(F)cc1)NCc1ccc2c(c1)OCO2	-6.1%	2.0	6.7%	-16.1%	-1.3	11.7%	-0.1%	-12.0%	4.4%
Cc1cc(OCCCn2ccnc2)ccc1C(C)C	0.4%	11.2	12.2%	-7.5%	4.5	10.6%	-15.0%	-3.0%	-17.9%
Cn1c2c(c3ccccc31)CCN1CCC[C@]21c1ccccc1	1.4%	0.0	-5.8%	-5.5%	-6.7	0.0%	3.1%	6.3%	?
CO/N=C(/CS(=O)c1ccc(Br)cc1)c1ccc(OC)cc1 (stereo not drawn)	0.0%	11.0	-18.4%	i	4.6	?	18.1%	15.7%	-4.8%
Cc1ccc(Cl)cc1NC(=O)c1oc2ccc(S(=O)(=O)N3CCC4(CC3)OCCO4)cc2c1C	.	.	.	8.5%	4.7	.	-1.4%	22.7%	2.5%
NC(=O)C1(C(N)=O)OC1c1ccc(Cl)cc1Cl (stereo not drawn)	4.1%	2.7	6.9%	-26.3%	2.6	5.4%	5.6%	?	6.2%
O=C1Nc2ccccc2C(O)(C(=O)NCc2ccco2)N1c1ccccc1 (stereo not drawn)	-1.3%	-24.8	2.1%	-23.0%[57.5 µM]	-7.9	-4.1%	-0.2%	-11.6%	12.3%
COC(=O)c1cc2ccccc2c([N+](=O)[O-])c1O	-24.8%	-13.4	0.7%	-2.7%	5.3	20.0%	1.3%	-25.9%	13.0%

A second format for 4 compounds above.
Under each structure – aSyn yeast inh, D3 antag, GLP1R ag, PTHR1 ag, DRD3 agonist, KB-V1 MDR tox, HEK293 tox, TDP43 rescue, GLP1R inv ag
NC(=S)NN=C(c1ccc(F)cc1)C1CC1
    0.4%, -29.0, -5.5%, -19.6%, -9.9, 3.1%, 10µM*, 14.4%, ?
O=C(COC(=O)/C=C/c1ccc(F)cc1)NCc1ccc2c(c1)OCO2
    -6.1%, 2.0, 6.7%, -16.1%, -1.3, 11.7%, -0.1%, -12.0%, 4.4%
Cc1cc(OCCCn2ccnc2)ccc1C(C)C
    0.4%, 11.2, 12.2%, -7.5%, 4.5, 10.6%, -15.0%, -3.0%, -17.9%
Cn1c2c(c3ccccc31)CCN1CCC[C@]21c1ccccc1
    1.4%, 0.0, -5.8%, -5.5%, -6.7, 0.0%, 3.1%, 6.3%, ?

(next part)
SMILES	aSyn yeast inh	D3 antag	GLP1R ag	PTHR1 ag	DRD3 agonist	KB-V1 MDR tox	HEK293 tox	TDP43 rescue	GLP1R inv ag
CCOC(=O)CCC(=O)Nc1ccc(S(=O)(=O)N2CCCC2)cc1	7.6%	8.5	1.1%	i	2.9	15.8%	-14.5%	-2.6%	4.7%
CC1=C(C#N)C(C(F)(F)F)(C(F)(F)F)N=C(c2ccco2)N1	-4.0%	20.8	-6.3%	-24.6%	14.7	-19.8%	7.3%	-10.7%	0.0%
C=CCSC1=C(C#N)C(c2ccccc2OC)CC(=O)N1 (stereo not drawn)	-11.6%	-15.8	1.8%	-6.8%	5.2	-2.8%	19.7%	-0.8%	-8.2%
Cc1ccc(S(=O)(=O)N2CCOCC2)cc1C(=O)N1CC(C)CC(C)C1 (stereo not drawn)	-2.8%	-14.6	6.3%	-16.6%	-7.1	-1.3%	-1.1%	-20.6%	11.0%
COc1ccc2c(=O)cc(-c3ccccc3)n(C)c2c1	-13.2%	1.4	18.0%	20.4%[57.5 µM]	1.6	-29.5%	61.4%[activator]	-2.0%	20.4%
CC(=O)Nc1ccc(S(=O)(=O)N2CCN(C(=O)N3CCCCCC3)CC2)cc1	0.5%	0.0	-8.4%	-16.3%	0.0	10.8%	-6.9%	5.5%	7.1%
Cc1ccc(-n2nc3ccc(NC(=O)c4oc5ccc(C)cc5c4C)cc3n2)cc1	.	.	.	i	5.8	.	-2.3%	13.0%	4.1%
CCOC(=O)N1CCN(C(=O)c2cn(C)c3ccc(S(=O)(=O)N(C)C4CCCCC4)cc3c2=O)CC1	-0.5%	0.6	0.5%	i	0.8	60.8%	-26.7%	8.6%	15.2%
COC(=O)C1=C(C(=O)OC)[C@@H]2N(C)c3ccccc3[C@@]23C[C@@H](C(=O)OC)N(C(C)=O)C3=N1	0.5%	0.3	1.7%	i	-7.0	3.9%	0.3%	7.8%	12.6%
CCOC(=O)c1c(C)nc(C)c(C(=O)OCC)c1-c1ccc(Br)cc1	7.9%	-15.4	14.1%	-12.0%	10.1	-6.3%	-10.5%	19.9%	?
COc1cccc(/C=N/Nc2nc3ccccc3[nH]2)c1OC	0.2%	11.8	10.8%	-19.0%	3.0	-2.6%	-0.2%	7.8%	26.9%
O=C(CC1CCCC1)Nc1ccc(Br)cc1	-0.7%	-13.6	7.0%	-4.0%	1.3	-0.3%	-13.4%	?	?
CCCCCc1c(O)nc(SCC(=O)NCC2CCCO2)[nH]c1=O (stereo not drawn)	-12.2%	-0.6	-0.5%	i	-0.3	?	12.0%	-8.5%	6.9%
